# NPR2 activator = human GC-B receptor activators, primary screen, HEK293 GC-B cells, cGMP TR-FRET, EC30 CNP | Atrial natriuretic peptide receptor 2 (Homo sapiens), P20594 | 0% at EC30 CNP, 100% saturating CNP | activation, % at 10 µM | actives 0.11% (n = 370,000);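 active means activation at 10 µM reaching about 35% in either raw or pattern-adjusted values, limit read from the data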
# Target sequence (P20594 whole entry, looked up): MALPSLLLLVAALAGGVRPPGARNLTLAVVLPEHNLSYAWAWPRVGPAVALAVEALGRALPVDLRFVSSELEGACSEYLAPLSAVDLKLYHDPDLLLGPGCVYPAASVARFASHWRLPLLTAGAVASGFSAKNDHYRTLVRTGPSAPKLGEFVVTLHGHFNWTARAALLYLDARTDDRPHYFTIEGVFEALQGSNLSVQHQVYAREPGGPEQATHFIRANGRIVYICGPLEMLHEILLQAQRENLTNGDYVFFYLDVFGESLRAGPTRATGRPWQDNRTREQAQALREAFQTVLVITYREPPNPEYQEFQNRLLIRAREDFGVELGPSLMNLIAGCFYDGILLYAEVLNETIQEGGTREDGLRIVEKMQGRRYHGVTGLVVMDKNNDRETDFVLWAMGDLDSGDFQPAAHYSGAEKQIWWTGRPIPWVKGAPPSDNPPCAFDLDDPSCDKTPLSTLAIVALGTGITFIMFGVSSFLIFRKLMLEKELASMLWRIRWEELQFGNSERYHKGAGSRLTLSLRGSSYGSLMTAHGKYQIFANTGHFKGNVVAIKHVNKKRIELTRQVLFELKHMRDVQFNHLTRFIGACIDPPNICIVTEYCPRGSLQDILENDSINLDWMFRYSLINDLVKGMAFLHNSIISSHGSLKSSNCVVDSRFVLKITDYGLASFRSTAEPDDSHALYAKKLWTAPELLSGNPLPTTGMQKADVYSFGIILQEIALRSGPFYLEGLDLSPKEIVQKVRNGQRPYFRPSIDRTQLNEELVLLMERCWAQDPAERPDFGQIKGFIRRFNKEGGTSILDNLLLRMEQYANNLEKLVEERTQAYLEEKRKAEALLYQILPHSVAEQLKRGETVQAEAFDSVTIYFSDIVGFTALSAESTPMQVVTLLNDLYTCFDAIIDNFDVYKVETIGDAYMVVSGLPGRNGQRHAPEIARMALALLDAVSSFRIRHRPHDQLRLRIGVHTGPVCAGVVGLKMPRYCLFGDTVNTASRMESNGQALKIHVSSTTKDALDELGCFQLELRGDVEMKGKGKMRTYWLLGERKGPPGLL
# LEDGF integ inh = blockers of LEDGF/p75-dependent integrase strand transfer – biochemical, TR-FRET, high throughput, primary screen; actives 0.64% (n = 370,000); AID 743269, 2014; inhibition, % at 3.7 µM; TR-FRET IN-LEDGF/p75 DNA integration, Eu/Cy5;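 active means inhibition above the screen-wide mean plus 3 SD, cut at about 13% in these data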;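 further: signal is the Cy5 over europium emission ratio at 671 and 618 nm; 0% = plate median of compound wells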
# TCR-CD3 inh = inhibitors of human TCR-CD3 interaction, primary screen, biochemical, fluorescence, TAMRA-labeled TCR probe; actives 0.37% (n = 360,000); inhibition, % at 9.4 µM; T-cell receptor (TCR); in the data active means inhibition above about 19%;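 further: recombinant mutant TCR 2C K166C tagged with TAMRA read by polarization; 0% = receptor in buffer alone and 100% = receptor with positive control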
# SIAE primary = human SIAE inhibitors, primary screen, biochemical, fluorescence polarization, FP-Rh probe, 1536-well HTS | Sialate O-acetylesterase (Homo sapiens), Q9HAT2 | SIAE FP-Rh probe binding | inhibition, % at 9.66 µM | actives 0.69% (n = 370,000) | AID 1053197, 2014;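 active means inhibition above a cutoff: mean of compounds within the control limits plus 3 SD of those, cut at about 17% in these data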;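 further: 0% = plate median of compound wells and 100% = probe without SIAE protein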
# MBD2 DNA inh = inhibitors of MBD2 binding to methylated DNA, primary screen, biochemical, TR-FRET, DNA-binding domain, human; MBD2 binding to methylated oligonucleotide; inhibition, % at 4.4 µM; actives 0.31% (n = 370,000); in the data active means inhibition above about 13%
# HTRA1 inhibitor = HTRA1 serine protease inhibitors, primary screen, biochemical, fluorescence polarization, HTS. Q92743. recombinant HTRA1, FP-rhodamine activity-based probe. inhibition, % at 5.96 µM. actives 0.5% (n = 340,000). AID 504803, 2011; in the data active means inhibition above about 36%;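 further: 0% = enzyme with DMSO and 100% = wells lacking enzyme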
# TDP2 absorb = human TDP2 enzyme inhibitors, primary screen, biochemical, epi absorbance, recombinant enzyme. T5PNP hydrolysis, p-nitrophenol absorbance 415 nm. actives 0.34% (n = 370,000). AID 720702, 2013. inhibition, % at 12.8 µM;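 active means inhibition above the mean of all tested compounds plus 3 SD, set per campaign, cut at about 25% in these data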;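 further: 0% = DMSO with enzyme and 100% = buffer with substrate but no TDP2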
#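 Assay system: Recombinant human TDP2 | Quantity: 120 nM TDP2 per well | Incubation: 2 h at 37 °C | Signal: Epi absorbance | Evaluation: Percent inhibition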
# rCAG binder = binders of r(CAG) RNA repeats, primary screen, biochemical, fluorescence. r(CAG) RNA repeat, TO-PRO-1 dye displacement fluorescence. inhibition, % at 3 µM. actives 1.3% (n = 370,000). AID 651821, 2012;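 active means inhibition above the plate cutoff, the mean of all test compounds on that plate plus 3 SD, cut at about 35% in these data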;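 further: 0% = DMSO alone and 100% = 100 µM mitoxantrone as full dye displacement; higher means more dye released from RNA so lower well fluorescence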
# mABHD4 FP = ABHD4 inhibitors, primary screen, biochemical, fluorescence polarization, mouse. (Lyso)-N-acylphosphatidylethanolamine lipase (Mus musculus), Q8VD66. AID 720543, 2013. actives 0.54% (n = 370,000). purified mABHD4, FP-Rh probe fluorescence polarization. inhibition, % at 8.92 µM;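 active means inhibition exceeding the mean over every tested compound plus 3 SD, cut at about 30% in these data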;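 further: 0% = plate median of compound wells and 100% = S159A mutant with DMSO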
#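 Test system: mABHD4 protein; Read-out basis: % inhibition; Incubation: 45 min + 60 min at 25 °C; Repeats: single replicate; Technique: fluorescence polarization with parallel and perpendicular emission, 525/598 nm; Compound: 8.92 µM, single dose; Benchmarks: full inhibition S159A mutant plus DMSO, zero as sample-well median.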
# PRMT1 inh = PRMT1 methyltransferase inhibitors, primary screen, biochemical, fluorescence polarization; Protein arginine N-methyltransferase 1 (Homo sapiens), Q99873; recombinant PRMT1, activity-based probe fluorescence polarization; inhibition, % at 2.79 µM; actives 1.3% (n = 370,000); AID 652257, 2013;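 active means inhibition above about 21% made by adding two undisclosed values, limit read from the data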
# * = called active by the depositor; x = not tested or not shown. Only part of the results is shown, so the mix of outcomes need not match the whole.
# Results follow in this order: NPR2 activator	LEDGF integ inh	TCR-CD3 inh	SIAE primary	MBD2 DNA inh	HTRA1 inhibitor	TDP2 absorb	rCAG binder	mABHD4 FP	PRMT1 inh
Cc1ccc(S(=O)(=O)Nc2ccccc2C(=O)OC(C)C(=O)Nc2ccc3ccccc3c2)cc1[N+](=O)[O-] (centres undefined)
  2	0	5	-31	-2	-40	-10	39*	-29	-1
Cc1cccc(N(C)c2cc(C)nc3ncnn23)c1
  2	-2	1	4	-2	-2	4	0	1	-2
CC(OC(=O)c1ccc([N+](=O)[O-])cc1)C(=O)NCC1CCCCC1 (centres undefined)
  -1	-4	-1	3	3	3	3	1	0	1
Cc1cc(=O)n2nc(N3CCCC(C(=O)Nc4ccc(C)c(C)c4)C3)sc2n1 (centres undefined)
  -6	2	-1	-5	0	-3	-3	3	-3	-3
O=C(CSc1n[nH]c(=O)n1C1CC1)Nc1cc(Cl)ccc1Oc1ccccc1
  -3	3	4	7	-3	-15	0	-4	7	-2
Cc1occc1C(=O)N/N=C/c1ccc2c(c1)OCO2
  -1	2	8	0	-7	2	-3	0	0	-1
COc1ccccc1/C=N/NC(=O)c1cc2c(ccc3ccccc32)o1
  -1	-1	3	-6	1	-26	9	5	-10	-1
Cc1cccc(/C(N)=N/OC(=O)Cc2cccc3ccccc23)c1
  3	2	2	-4	1	-15	2	0	-6	-4
COc1cc(NC(=S)NCCCN2CCOCC2)c(OC)cc1NC(=O)c1ccco1
  -4	-1	4	6	-1	4	-2	0	5	-1
Cc1cc(C)c(S(=O)(=O)N2CCN(C(=O)c3cccs3)CC2)c(C)c1
  -3	4	3	-2	-2	4	0	-7	-5	-2
O=C(CN1C(=O)NC2(CCCC2)C1=O)OCc1ccc(Cl)c(Cl)c1
  -2	3	-3	-1	3	-3	-16	-2	-10	-2
CN(C)c1nc(OCCNC(=O)Nc2ccc(Cl)cc2)nc(N(C)C)n1
  -11	2	2	4	1	15	3	0	-3	-5
COc1ccccc1N1CCN(C(=O)c2cc(-c3cccc(Cl)c3)on2)CC1
  -3	0	7	-5	1	-3	5	1	3	1
O=C(NCc1ccccc1)c1cccc(NC(=O)C2CCC2)c1
  -3	0	0	8	-1	3	3	0	-3	-2
COc1cc2c(cc1OC)CN(C(=S)Nc1ccc(OC(F)F)cc1)CC2
  -2	1	1	2	-4	-10	4	1	-6	-4
O=C(NCC(c1cccnc1)N1CCN(c2ccccc2)CC1)OCc1ccccc1 (centres undefined)
  2	-1	-2	5	-3	1	-3	-5	0	0
COc1nc(-c2ccc(Cl)cc2)ccc1-c1noc(-c2cccs2)n1
  -2	0	-2	8	-2	0	0	1	3	-1
COc1ccc(-c2cc(C(=O)NCc3cccnc3)no2)cc1
  2	-2	0	3	0	4	12	-5	5	1
CCC1S/C(=N/N=C/c2ccco2)N(Cc2ccccc2)C1=O (centres undefined)
  -8	4	1	4	-8	x	-6	-6	-2	0
O=C(NC1CCCCC1)c1cccc(COCC(F)(F)F)c1
  0	1	8	-1	0	2	3	-2	1	1
O=C(C1CCCN(S(=O)(=O)c2cnc[nH]2)C1)N1CCN(c2ccc(Cl)cc2)CC1 (centres undefined)
  -4	0	3	0	-4	-6	7	4	4	1
C[C@H](NC(=O)c1nc[nH]c1C(=O)NCc1ccccc1)c1ccccc1
  0	1	0	7	4	-18	5	-5	-17	-2
C[C@@]12C(=O)N(c3cccc(Br)c3)C(=O)N1[C@H](c1ccc(Cl)cc1)[C@@H]1C(=O)N(C3CCCCC3)C(=O)[C@@H]12
  -4	2	2	-16	3	-155	2	12	-19	2
CCCCn1nnnc1C(c1cc2ccccc2o1)N1CCN(c2ccncc2)CC1 (centres undefined)
  -17	-2	12	4	-1	x	-4	3	7	1
COCCNC(=O)C1(C)CCCN(C(=O)c2ccc(C#N)cc2)C1 (centres undefined)
  1	1	4	-8	-1	x	-1	2	0	0
CCOC(=O)N1CCN(C(=O)C2CC(=O)N(c3ccccc3)C2)CC1 (centres undefined)
  0	-2	-3	-4	4	0	9	-6	-1	2
COc1ccc(CCNC(=O)C(=O)NCC2OCCN2S(=O)(=O)c2ccc3c(c2)OCCO3)cc1 (centres undefined)
  -2	0	9	1	-4	3	-9	-4	-1	0
Cn1c(=O)[nH]c(=O)c2c1nc(SCCN1CCCCC1)n2CCCc1ccccc1
  -2	-2	3	0	-2	-2	8	-6	0	57*
O=C(Nc1cccc2oc(=O)ccc12)c1ccc([N+](=O)[O-])cc1[N+](=O)[O-]
  2	1	2	-1	0	3	1	5	0	1
CCc1ccccc1NS(=O)(=O)c1c(C(=O)N2CCCCCC2)c(C)n(C)c1C
  -1	-2	1	-1	2	8	8	-8	2	3

# Next section (four carried over from the part before).
# Results follow in this order: NPR2 activator	LEDGF integ inh	TCR-CD3 inh	SIAE primary	MBD2 DNA inh	HTRA1 inhibitor	TDP2 absorb	rCAG binder	mABHD4 FP	PRMT1 inh
COc1ccc(CCNC(=O)C(=O)NCC2OCCN2S(=O)(=O)c2ccc3c(c2)OCCO3)cc1 (centres undefined)
  -2	0	9	1	-4	3	-9	-4	-1	0
Cn1c(=O)[nH]c(=O)c2c1nc(SCCN1CCCCC1)n2CCCc1ccccc1
  -2	-2	3	0	-2	-2	8	-6	0	57*
O=C(Nc1cccc2oc(=O)ccc12)c1ccc([N+](=O)[O-])cc1[N+](=O)[O-]
  2	1	2	-1	0	3	1	5	0	1
CCc1ccccc1NS(=O)(=O)c1c(C(=O)N2CCCCCC2)c(C)n(C)c1C
  -1	-2	1	-1	2	8	8	-8	2	3
O=C(COc1ccc(Br)cc1)Nc1ccc(Cc2ccncc2)cc1
  12	2	0	0	3	2	-3	-3	-1	-4
COC(=O)c1cccc(NC(=O)COC(=O)CSc2nc(C)cc(C)n2)c1
  -7	0	-2	-6	-3	4	-6	0	-3	1
Cc1ccc(S(=O)(=O)NCc2ccc3c(c2)OCO3)cc1C
  1	-2	0	-11	2	-20	2	4	-2	3
N#C/C(=C\Nc1ccccc1SC(F)(F)F)c1nc(-c2ccc(Cl)cc2)cs1
  -1	2	-3	1	-4	-4	2	3	-5	-1
COc1ccc(CCn2c(NCc3ccco3)nc3c2c(=O)[nH]c(=O)n3C)cc1
  -14	-7	-6	-2	3	6	-7	-1	3	1
Cc1ccc(S(=O)(=O)NCC2CCN(C(=O)C(=O)c3cccs3)CC2)cc1
  2	-3	-8	-1	5	x	9	1	3	4
CN(C(=O)Cn1c(=O)oc2cc(S(=O)(=O)N3CCCC3)ccc21)C1CCCCC1
  8	0	10	1	0	9	22	-1	9	-2
COc1ccc(S(=O)(=O)N2C[C@H]3CON(C)[C@H]3C[C@H]2c2cccc(Br)c2)cc1
  -3	-5	-1	0	0	0	-3	-1	2	1
CCCCOc1ccc(/C(O)=C2/C(=O)C(=O)N(CCN(C)C)C2c2ccc(O)c(OC)c2)cc1 (centres undefined)
  4	-5	-2	-1	3	12	-6	8	3	5
CC(C)c1ccc(NC(=O)COC(=O)[C@H](CCC(N)=O)NC(=O)c2ccc(F)cc2)cc1
  -5	2	0	-2	2	-6	1	-3	2	-5
COc1ccc(NC(=O)c2sc3nc(C)cc(C)c3c2N)cc1
  -4	-3	2	0	2	-3	-2	10	2	2
Cc1cc(C)cc(N=C2SC(CC(=O)Nc3ccccc3)C(=O)N2CCN2CCOCC2)c1 (centres undefined)
  -8	3	3	-1	2	-20	-6	-3	-3	-5
O=C(NCc1ccco1)/C(=C\c1cccs1)NC(=O)c1ccco1
  -3	1	4	-3	-4	-2	6	0	-3	-3
O=C1NC2(NN1c1ccccc1)C1CC3CC(C1)CC2C3 (centres undefined)
  -15	0	-5	-7	0	2	-9	3	-6	0
Clc1ccc2nc(CSc3nnc(-c4c[nH]c5ccccc45)o3)cn2c1
  -12	-4	2	-2	1	-1	-4	2	1	5

# Entries of single compounds, looked up by structure:
# Listed for `COc1ccccc1/C=N/NC(=O)c1cc2c(ccc3ccccc32)o1` = NPR2 activator = -1; LEDGF integ inh = -1; TCR-CD3 inh = 3; SIAE primary = -6; MBD2 DNA inh = 1; HTRA1 inhibitor = -26; TDP2 absorb = 9; rCAG binder = 5; mABHD4 FP = -10; PRMT1 inh = -1
# Listed for `Cc1ccc(S(=O)(=O)NCC2CCN(C(=O)C(=O)c3cccs3)CC2)cc1` = NPR2 activator = 2; LEDGF integ inh = -3; TCR-CD3 inh = -8; SIAE primary = -1; MBD2 DNA inh = 5; HTRA1 inhibitor = x; TDP2 absorb = 9; rCAG binder = 1; mABHD4 FP = 3; PRMT1 inh = 4

# A second format for part of the listing above.
Structure,NPR2 activator,LEDGF integ inh,TCR-CD3 inh,SIAE primary,MBD2 DNA inh,HTRA1 inhibitor,TDP2 absorb,rCAG binder,mABHD4 FP,PRMT1 inh
CCc1ccccc1NS(=O)(=O)c1c(C(=O)N2CCCCCC2)c(C)n(C)c1C,-1,-2,1,-1,2,8,8,-8,2,3
COc1ccccc1/C=N/NC(=O)c1cc2c(ccc3ccccc32)o1,-1,-1,3,-6,1,-26,9,5,-10,-1

# Screening data from PubChem BioAssay.
